D1 PAM – enhances dopamine response at the human D1 receptor. AID 504651. actives 0.036% (n = 360,000). HEK293 TREx D1 cells, calcium flux, dopamine EC20 potentiation. P21728. potentiation, % at 10 µM; in the data active = potentiation above about 30%; also: 0% is about no effect
Target sequence (P21728 whole entry, looked up): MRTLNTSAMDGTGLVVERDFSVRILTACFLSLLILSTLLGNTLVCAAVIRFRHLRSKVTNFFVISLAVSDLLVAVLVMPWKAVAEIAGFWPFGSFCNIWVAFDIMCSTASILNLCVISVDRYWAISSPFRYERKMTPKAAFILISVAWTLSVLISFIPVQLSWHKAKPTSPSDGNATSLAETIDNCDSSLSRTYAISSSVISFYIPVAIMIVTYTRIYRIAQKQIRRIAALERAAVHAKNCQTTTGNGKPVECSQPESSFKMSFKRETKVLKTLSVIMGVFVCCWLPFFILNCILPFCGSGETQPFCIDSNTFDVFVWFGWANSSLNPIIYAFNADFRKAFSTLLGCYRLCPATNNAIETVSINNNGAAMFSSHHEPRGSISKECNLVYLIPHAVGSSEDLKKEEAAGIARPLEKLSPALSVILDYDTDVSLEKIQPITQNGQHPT
Vif-A3F inh – Vif-A3F binding inhibition; HeLa A3F-eYFP + Vif (tagged APOBEC3F with the HIV-1 protein that degrades it), YFP fluorescence increase; Potency, µM (doses to about 46.1 µM), for the others: at the highest dose activity, negative = active; actives 0.2% (n = 390,000); AID 602313; also: potency is read from the fitted curve at half-maximal effect; % of control where 0% means no effect; nearly all actives have a fitted effect of over 65% in size
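HeLa cells stably expressing A3F-eYFP plus Vif, plated and incubated overnight at 37 deg C, then exposed to compounds overnight at 37 deg C. Blocked degradation read as raised yellow fluorescence (Ex 488/Em 500-530).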
D1 antagonist – blocks dopamine activation of the human D1 receptor. P21728. HEK293 TREx D1 cells, calcium flux, dopamine EC80; active compounds read low. activity change, negative = inhibition, % at 10 µM. actives 3.2% (n = 360,000); in the data active = activity change below about -30%; also: % is scaled to controls: 0 for no effect and ±100 for the full control effect
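Antagonism measured as reduced calcium response to an EC80 dopamine addition following 180 s compound pre-read; cells were inducible HEK293 Trex D1 plated overnight at 30 C, read kinetically at 1 cycle/sec.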
GRP78 ERSR act – inducers of ER stress response in human glioma cells; U87-MG GRP78 promoter luciferase reporter, 16 h; Potency, µM, for inactives: at the top dose activation, actives largely listed as activators; AID 602332; actives 0.02% (n = 420,000); also: potency is read from the fitted curve at half-maximal effect; series mostly up to about 76 µM; % of control where 0% means no effect; nearly all actives have a fitted effect of over 35% in size
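ERSR induction read as luciferase luminescence (Bright-Glo, 10 min at room temperature) in stably transfected human U87-MG glioma cells exposed to compounds for 16 h, using GRP78 as sensor.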
Vif-APOBEC3G blk – blocks the Vif interaction with human APOBEC3G; HeLa A3G-eYFP + Vif (tagged APOBEC3G with the HIV-1 protein that degrades it), YFP fluorescence, overnight; Potency, µM (doses to about 46.1 µM), without a hit: at the top dose activity, negative = active, most hits filed as inhibitors; Q9HC16; actives 0.076% (n = 410,000);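 also: potency is read from the fitted curve at half-maximal effect; % is scaled to controls: 0 for no effect and ±100 for the full control effect; nearly all actives have a fitted effect of over 60% in size; hits raise eYFP signal because A3G escapes Vif-driven loss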
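HeLa cells stably expressing Vif and C-terminally eYFP-tagged A3G, seeded overnight at 37 deg C, then exposed to compound by pintool overnight at 37 deg C. Rise in yellow fluorescence (Ex 488/Em 500-530, Acumen) marks blocked Vif-driven A3G degradation.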
LDHA block – blocks human lactate dehydrogenase A; P00338; purified LDHA, NADH/diaphorase-resazurin fluorescence; active compounds read low; activity change, % (values are at about 110 or 230 µM); actives 0.15% (n = 480,000); AID 1347041; in the data active = activity change below about -30%; inconclusive = mostly about -25% to -30%;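 also: plate controls were DMSO wells for no effect and wells without enzyme for full effect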
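LDH5 2 nM; NADH 0.06 mM, pyruvate 0.2 mM; 200 mM Tris pH 7.4, EDTA, Tween-20; 5 min RT. Detection: diaphorase 0.133 mg/mL + resazurin 37 µM, fluorescence ex540/em590 at 0 and 20 min; normalized to enzyme-free and DMSO wells.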
RXFP1 ag – agonists of human relaxin receptor RXFP1; HEK293T-RXFP1 cAMP TR-FRET, 30 min; response scale: percent of porcine relaxin response, buffer zero; actives 0.3% (n = 370,000); AID 2676; Potency, µM (titrated, usually from 57.5 µM), for inactives: at the highest dose activation, hits mostly activators; also: potency is read from the fitted curve at half-maximal effect; % is scaled to controls: 0 for no effect and ±100 for the full control effect; nearly all actives have a fitted effect of over 60% in size; many of its hits are not listed in these tables
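Agonist response is measured as cAMP accumulation in an RXFP1-transfected HEK293T line under PDE4 inhibition. Values are scaled between buffer-only and 29 nM porcine relaxin, and EC50s come from standard Hill equation fits.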
D2 potentiator – D2 dopamine receptor (human) potentiation | P14416 | HEK293 T-REx D2, calcium flux, EC20 dopamine potentiation | potentiation, % at 10 µM | actives 0.34% (n = 340,000) | AID 485347;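 active = potentiation over 3 SD above the plate norm, cut at about 30% in these data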; also: 0% is about no effect
Target sequence (P14416 whole entry, looked up): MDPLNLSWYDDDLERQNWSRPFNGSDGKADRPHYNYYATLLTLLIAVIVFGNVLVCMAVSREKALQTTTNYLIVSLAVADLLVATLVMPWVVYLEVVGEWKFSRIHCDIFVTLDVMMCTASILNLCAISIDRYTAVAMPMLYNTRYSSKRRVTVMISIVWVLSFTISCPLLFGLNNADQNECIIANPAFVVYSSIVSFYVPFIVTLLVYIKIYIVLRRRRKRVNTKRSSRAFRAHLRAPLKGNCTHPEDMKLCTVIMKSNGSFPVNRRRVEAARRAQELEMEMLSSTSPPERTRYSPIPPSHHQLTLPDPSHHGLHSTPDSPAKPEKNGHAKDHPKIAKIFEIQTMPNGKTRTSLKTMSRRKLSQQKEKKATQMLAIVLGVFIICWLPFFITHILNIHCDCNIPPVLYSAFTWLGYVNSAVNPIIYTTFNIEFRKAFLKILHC
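Cells plated with tetracycline inducer and held overnight at 30 C; calcium dye loaded 30–90 min at room temperature; baseline taken, compound added and read 180 s; EC20 dopamine then added and read 180 s.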
D1 ag – activates the human D1 dopamine receptor. HEK293 T-REx D1 cells, calcium flux, agonist mode. activation, % at 2 µM. actives 1% (n = 360,000); in the data active = activation above about 30%; also: 0% is about no effect
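Inducible HEK293 T-REx D1 cells, force-coupled to calcium signalling, were plated at 4000 cells/well with tetracycline and held overnight at 30 C. After no-wash calcium dye loading, compound-evoked calcium rise over 180 s flagged agonists.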
Active calls of the source: *; ? = inconclusive; / = no result given; & = joins results of further samples. Unless noted, calls follow the shape of the dose curve; as a rule, active = well fitted curve in the direction sought with a large enough effect; inconclusive = small, poorly fitted or top-dose-only effect, or another doubt; inactive = no such curve, though single readings can be large; an effect the other way counts as inactive or inconclusive. This is a subset; count on the stated rates, not on these rows.

SMILES	D1 PAM	Vif-A3F inh	D1 antagonist	GRP78 ERSR act	Vif-APOBEC3G blk	LDHA block	RXFP1 ag	D2 potentiator	D1 ag
O=C(NC1CCCCCC1)C1C2C=CC3(CN(Cc4cccnc4)C(=O)C13)O2 (centres undefined)	-2.0	1.1%	-7.8	-5.2%	-4.1%	-11.7	1.0%	0.6	0.9
CCOc1ccccc1NC(=O)c1ccc(Cl)c(NC(=O)CC(c2ccccc2)c2ccccc2)c1	-6.3	-10.6%	-2.2	-5.0%	-1.1%	3.5	0.5%	0.4	9.7
COc1cccc(N(C(=O)Cn2nnc(-c3ccc(Cl)cc3)n2)C(C(=O)NCC2CCCO2)c2ccc(C)cc2)c1 (centres undefined)	1.8	-9.7%	-5.7	-3.3%	-6.5%	-3.3	-1.0%	/	2.4
CCc1c(C)nc2ncnn2c1N1CCC(C(=O)Nc2cccc(C(C)=O)c2)CC1	-6.3	-8.3%	-5.7	-1.6%	5.6%	-6.6	1.9%	/	3.6
COc1ccc2c(c1)sc1ncc(C(=O)NCc3ccc(OC(C)C)cc3)c(=O)n12	1.5	8.1%	-7.9	-1.8%	2.7%	-4.4	0.2%	8.1	0.2
O=C1CN(C(=O)CNC(=O)c2ccc(Cl)cc2Cl)CCN1	-1.3	-22.2%	-15.0	-3.2%	0.0%	-3.3	0.2%	-3.2	0.0
COC(=O)c1c(NC(=O)CN2C(=O)NC3(CCCCC3C)C2=O)sc2c1CCC2 (centres undefined)	2.5	-1.8%	22.4	-3.6%	-7.5%	-3.7	0.6%	2.6	0.5
CC(O)CNc1ccc([N+](=O)[O-])cc1S(=O)(=O)N1CCOCC1 (centres undefined)	-1.1	9.4%	20.5	0.5%	-0.2%	7.4	-1.1%	-2.5	0.2
CCSCCOC(=O)C1=C(C)N(C)C(=O)NC1c1ccc2c(c1)OCO2 (centres undefined)	2.9	-7.9%	4.3	4.6%	1.9%	-2.0	-2.1%	5.3	-0.5
CN1CCN(C(=O)C2CC(=O)N(c3ccc(F)c(Cl)c3)C2)CC1 (centres undefined)	-0.5	0.6%	-1.2	-1.6%	0.7%	-8.6	2.8%	7.5	3.0
Cc1ccc(-n2ncc3c2CC(C)(C)CC3NC(=O)CCc2cccnc2)cc1 (centres undefined)	4.6	-0.5%	1.8	1.6%	-0.3%	-10.4	0.0%	-2.7	0.0
C(#Cc1ccccc1)C[N+]1(CC#Cc2cccc3ccccc23)CCOCC1	-1.7	10.3%	-3.5	-5.3%	0.7%	-5.6	-0.2%	11.2	3.7
CCOC(=O)CSc1nnc(CSc2nc3sc4c(c3c(=O)[nH]2)CCCC4)n1-c1ccccc1	13.3	/	14.6	2.8%	-14.5%	1.4	4.4%	6.7	1.6
CSc1cccc(NC(=S)N(Cc2ccc(C)cc2)Cc2cccnc2)c1	-0.3	2.0%	-21.6	2.8%	-2.2%	1.5	0.6%	-3.9	5.8
O=C1c2cccc(Cl)c2C(=O)N1c1ccccn1	/	5.8%	/	-3.5%	1.3%	6.3	/	/	/
CC1(C)CC(NC(=O)CCC2CCCC2)CC(C)(C)N1	-1.6	-13.4%	6.0	0.6%	-2.1%	-11.0	-0.2%	12.1	1.2
COc1ccc(N(CC(=O)N2CCCCC2)S(=O)(=O)c2c(C)nn(C)c2C)cc1	-1.6	-3.2%	-14.2	-4.6%	1.8%	0.2	-0.8%	-9.7	2.1
CCOC(=O)c1cnn2c(N)c(C#N)nnc12	7.4	-1.9%	28.7	0.9%	1.6%	-7.0	-1.3%	-0.4	0.8
COc1cc(/C=C2\C(=N)N3N=C(S(C)(=O)=O)SC3=NC2=O)cc(OC)c1OCCOc1ccc(C)cc1	1.2	9.7%	8.0	-0.4%	-5.0%	0.4	-1.6%	-0.4	-0.3
Cc1ccccc1C(=O)NC(=S)Nc1ccc(Oc2ccc(Cl)cc2)cc1	-2.0	-2.4%	-18.6	-1.1%	3.1%	-3.0	-0.9%	12.0	-1.4

Compound profiles (already shown). Screens in order: D1 PAM, Vif-A3F inh, D1 antagonist, GRP78 ERSR act, Vif-APOBEC3G blk, LDHA block, RXFP1 ag, D2 potentiator, D1 ag
Profile of COC(=O)c1c(NC(=O)CN2C(=O)NC3(CCCCC3C)C2=O)sc2c1CCC2 (centres undefined) = 2.5, -1.8%, 22.4, -3.6%, -7.5%, -3.7, 0.6%, 2.6, 0.5
Profile of Cc1ccc(-n2ncc3c2CC(C)(C)CC3NC(=O)CCc2cccnc2)cc1 (centres undefined) = 4.6, -0.5%, 1.8, 1.6%, -0.3%, -10.4, 0.0%, -2.7, 0.0

Next compounds
SMILES	D1 PAM	Vif-A3F inh	D1 antagonist	GRP78 ERSR act	Vif-APOBEC3G blk	LDHA block	RXFP1 ag	D2 potentiator	D1 ag
COc1cccc(-c2ccc(SCC(=O)N3CCOCC3)nn2)c1	-4.4	-4.4%	-10.0	-0.8%	-0.3%	-10.6	-1.3%	/	0.1
NC(=O)C1CCN(c2nc3ccccc3nc2NS(=O)(=O)c2ccc(Br)cc2)CC1	/	25.1µM*	/	-5.0%	-0.8%	-2.1	/	/	/
O=C(CCCNC(=O)/C(=C/c1ccccc1F)NC(=O)c1ccccc1)OCc1ccccc1	-2.7	2.7%	12.3	-4.1%	-5.0%	0.2	0.0%	9.9	6.9
Cc1cccc(NC(=O)NNC(=O)COc2ccc3ccccc3c2)c1	-1.9	0.4%	-12.6	-0.6%	-4.4%	-0.8	-2.8%	-5.3	1.3
O=C(c1cn(-c2ccccc2)nc1-c1cccnc1)N1CCN(S(=O)(=O)c2ccc(Cl)cc2)CC1	/	5.0%	/	-5.8%	-1.5%	0.7	/	/	/
c1ccc(OCCCn2nnc(-c3ccc(N4CCOCC4)cc3)n2)cc1	-4.6	-2.5%	-2.5	-2.1%	-0.7%	0.9	3.3%	1.2	5.5
CS(=O)(=O)N1CCC(C(=O)N2CCN(c3ccc(F)cc3)CC2)CC1	-1.4	5.3%	5.1	-5.1%	0.5%	-2.8	-0.6%	17.2	2.0
O=C(Nc1nnc(SCc2ccc(F)cc2)s1)c1cccnc1Cl	-5.6	4.3%	-1.9	-2.7%	-0.5%	-7.3	0.0%	10.9	2.6
CC1CCN(CCCCOc2ccccc2Br)CC1	-6.2	-0.4%	-7.0	-1.7%	-0.1%	-9.8	3.5%	-26.6	5.2
CC(=O)Nc1ccc(NC(=O)C2(c3cccs3)CCOCC2)cc1	1.3	5.1%	-0.3	-3.8%	-1.0%	-3.7	1.1%	2.0	4.8
CC(C)c1ccccc1NC(=O)COC(=O)c1cc(=O)[nH]c(=O)[nH]1	7.3	1.8%	-16.1	-3.9%	0.6%	-6.3	-0.9%	4.2	1.4
CCS(=O)(=O)c1nc(S(=O)(=O)c2ccc(C)cc2)c(NC)s1	-1.9	-0.4%	-9.2	-2.1%	-2.0%	-16.2	10.5%	-5.5	-0.1
OCCCNc1c2c(nc3cc(-c4ccc(Cl)cc4)nn13)CCC2	-4.3	-4.3%	-12.5	-0.8%	3.7%	-5.9	1.6%	-10.4	0.4
CC(=O)c1ccc(N2CCN(C(=O)c3ccc4c(=O)n(-c5ccccc5)c(=O)[nH]c4c3)CC2)cc1	-0.5	0.8%	3.7	3.4%	5.6%	-6.9	0.6%	-0.6	-1.8
O=C(CN1CCN(c2ccc(F)cc2)CC1)NCc1cccs1	5.5	-4.1%	-8.6	-1.5%	-2.9%	-5.0	3.8%	-1.3	1.7
Cc1cccc(NS(=O)(=O)c2cccc(C(=O)NCC3(N4CCOCC4)CCCCC3)c2)c1	/	-11.9%	/	-1.5%	-0.8%	-12.5	/	/	/
Nc1cc(OCC(F)(F)F)cc([N+](=O)[O-])c1	-2.5	0.5%	-15.1	-2.7%	1.9%	-2.5	0.4%	10.0	0.4
COc1ccc(CN2CCC(n3nccc3NC(=O)C3CCCC3)CC2)cc1	-4.2	2.0%	-1.6	-4.5%	2.5%	-4.9	0.9%	-10.2	1.8
CCN(CC(=O)NC1CCS(=O)(=O)C1)S(=O)(=O)c1ccc(C)cc1C (centres undefined)	4.0	3.5%	16.2	-0.8%	1.0%	-0.2	0.1%	-2.1	1.0
O=C(CN1CCCC1)Nc1c(C(=O)C2CC2)oc2ccccc12	-0.8	-7.2%	-3.4	-1.3%	0.2%	2.9	5.2%	-1.5	-0.2
CCC(Sc1nnc(-c2ccco2)n1C)C(=O)Nc1nnc(C)s1 (centres undefined)	0.8	0.0%	-6.0	-0.7%	-2.5%	-7.6	?	4.2	2.0
COc1ccc(/C=N/n2c(-c3cc(C)[nH]n3)n[nH]c2=S)cc1OC	2.9	-20.5%	-13.3	-2.5%	-1.3%	1.1	-2.5%	0.7	1.5
O=C(CNc1cc(S(=O)(=O)N2CCOCC2)ccc1N1CCCC1)N1CCc2ccccc21	-5.0	-6.0%	-7.3	-4.2%	-4.6%	-6.4	6.5%	-9.1	2.7
COC(=O)c1[nH]c2cccc(OC)c2c1NC(=O)CCN1CCN(c2ccccc2F)CC1	-8.9	/	-56.7*	/	/	/	2.4%	-27.8	4.2
Cc1ccc(-n2nc3c(c2NC(=O)c2cccs2)CS(=O)(=O)C3)c(C)c1	1.8	-5.0%	10.5	-2.1%	-0.2%	-9.7	0.2%	-7.9	2.7
O=C(Nc1ccc(Oc2ccc(NC(=O)Nc3ccc([N+](=O)[O-])cc3)cc2)cc1)Nc1ccc([N+](=O)[O-])cc1	-6.5	3.5%	-7.2	-8.0%	6.5%	-3.9	3.5%	14.1	8.5
CC(C)(O)[C@H](O)COc1c2ccoc2cc2oc(=O)ccc12	-3.2	-1.4%	11.9	-0.7%	1.9%	0.1	0.8%	-2.3	-0.3
Cc1ccc(C(=O)NNC(=O)c2ccc(NS(=O)(=O)c3cccs3)cc2)s1	0.2	-4.2%	-1.9	-4.0%	-14.7%	-2.2	3.7%	4.3	1.0
CN1N=C(C(=O)N2CCN(c3ccc([N+](=O)[O-])cc3)CC2)CCC1=O	5.8	3.9%	7.2	-1.7%	0.0%	-10.8	2.1%	4.2	2.5
Cn1c(SCC#N)nc2ccccc2c1=O	7.8	0.4%	-10.7	-2.7%&1.4%	0.3%&-0.7%	-13.1&-11.8	4.4%	-3.7	1.3
